# Compound activity from PubChem BioAssay.
# CSN inh = inhibitors of CSN-mediated cullin deneddylation, primary screen, biochemical, fluorescence polarization, uHTS; Purified CSN, SCF-Nedd8-OG deneddylation; inhibition, % at 12.5 µM; 0.38% of 360,000 active;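 active = pattern-corrected inhibition above about 35%, with an unprinted fluorescence ratio check between 0.5 and 1.5, limit read from the data, passing the limit was not always enough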;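 also: 0% = enzyme with substrate and 100% = substrate without enzyme; some results filed as inactive read as strong as hits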
# Target sequence (Q92905 whole entry, looked up, one chain of several): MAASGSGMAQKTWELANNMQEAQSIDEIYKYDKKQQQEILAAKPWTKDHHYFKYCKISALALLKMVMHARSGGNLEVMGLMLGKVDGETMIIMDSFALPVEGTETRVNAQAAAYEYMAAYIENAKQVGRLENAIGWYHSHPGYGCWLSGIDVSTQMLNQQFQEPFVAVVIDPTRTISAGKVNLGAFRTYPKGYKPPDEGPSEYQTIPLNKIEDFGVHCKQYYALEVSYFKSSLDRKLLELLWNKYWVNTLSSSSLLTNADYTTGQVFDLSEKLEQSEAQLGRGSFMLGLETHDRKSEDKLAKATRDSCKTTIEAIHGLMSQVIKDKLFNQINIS
#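 Test system: purified human Csn5 enzyme expressed in HEK293T cells. Amount: 0.24 nM enzyme. Reagent: SCFSkp2-Nedd8OG substrate at 10 nM final. Schedule: 90 min incubation of compound, enzyme and substrate at room temperature. Detection: fluorescence polarization. Read-out: % inhibition of substrate cleavage by Csn5.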
# Rin1 Abl inh = inhibitors of Rin1-Abl protein binding, primary screen, biochemical, TR-FRET; Tyrosine-protein kinase ABL1 (Homo sapiens) + Ras and Rab interactor 1 (Homo sapiens), …; inhibition, % at 7.35 µM; 0.4% of 360,000 active; in the data active = inhibition above about 5%, passing the limit was not always enough
# Neddylation inh = inhibitors of cullin neddylation, primary screen, biochemical, TR-FRET, uHTS, NAE and Ubc12; NEDD8-conjugating enzyme Ubc12 (Homo sapiens) + NEDD8-activating enzyme E1 regulatory …; calls only at 25 µM; 0.58% of 360,000 active; in the data active = inhibition above about 36%
# Target sequence (P61081 whole entry, looked up): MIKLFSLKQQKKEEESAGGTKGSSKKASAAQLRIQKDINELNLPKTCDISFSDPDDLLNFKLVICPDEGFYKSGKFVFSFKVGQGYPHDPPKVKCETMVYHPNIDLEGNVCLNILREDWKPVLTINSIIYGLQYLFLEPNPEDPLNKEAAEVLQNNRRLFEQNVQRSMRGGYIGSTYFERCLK
# Target sequence (Q13564 whole entry, looked up): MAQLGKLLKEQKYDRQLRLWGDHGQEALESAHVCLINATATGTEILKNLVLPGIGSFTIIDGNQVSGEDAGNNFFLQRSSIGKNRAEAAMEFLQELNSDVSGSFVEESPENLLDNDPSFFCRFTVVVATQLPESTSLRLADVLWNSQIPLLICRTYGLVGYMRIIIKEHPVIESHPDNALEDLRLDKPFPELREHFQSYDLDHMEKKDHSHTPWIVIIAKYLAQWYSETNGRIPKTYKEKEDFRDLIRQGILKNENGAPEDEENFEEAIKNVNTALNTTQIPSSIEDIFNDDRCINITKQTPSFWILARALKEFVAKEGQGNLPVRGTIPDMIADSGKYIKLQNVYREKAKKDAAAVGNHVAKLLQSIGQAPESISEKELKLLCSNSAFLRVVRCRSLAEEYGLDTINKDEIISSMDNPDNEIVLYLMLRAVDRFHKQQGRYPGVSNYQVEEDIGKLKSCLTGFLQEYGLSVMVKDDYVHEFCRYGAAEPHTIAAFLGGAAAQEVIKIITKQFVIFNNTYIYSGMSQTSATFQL
# SKN-1 block = suppressors of acrylamide-induced Pgst-4::GFP reporter in worms, primary screen, SKN-1 inhibitor project, whole organism, uHTS, GFP/RFP fluorescence ratio, strain VP596. C. elegans VP596 Pgst-4::GFP/RFP ratio, 24 h. inhibition, % at 21.8 µM. 0.49% of 360,000 active;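 active = interference check ratio from 0.5 to 1.5 plus GFP to RFP signal ratio inhibition reaching or exceeding a fixed threshold, cut at about 30% in these data, passing the limit was not always enough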; also: some compounds called inactive have numbers as strong as hits
# FAS-TE inh = FAS thioesterase domain inhibitors, primary screen, biochemical, fluorescence intensity, uHTS; Fatty acid synthase (Homo sapiens), P49327; recombinant FAS-TE, OMFH fluorogenic substrate, fluorescence endpoint; inhibition, % at 15 µM; 0.67% of 360,000 active;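 active = compounds whose normalised, plate-corrected inhibition of enzyme fluorescence in the single-dose primary screen is 50% or more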;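 also: 0% = DMSO with enzyme and 100% = substrate without enzyme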
# Rpn11 inh = Rpn11 (PSMD14) deubiquitinase inhibitors, primary screen, biochemical, fluorescence polarization, uHTS; 26S proteasome non-ATPase regulatory subunit 14 (Homo sapiens), O00487; human 26S proteasome, Ub4-pepOG fluorescence polarization; 20S core pre-blocked with epoxomicin; calls only at 20 µM; 0.59% of 360,000 active; AID 588493, 2011;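 active = inhibition at 20 µM, scaled to each plate's controls, above about 33%, limit read from the data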
# MT1-MMP act inh = blockers of MT1-MMP proenzyme processing, primary screen, HT1080 RFP-PRO-GFP cells, GFP/RFP fluorescence | GFP/RFP ratio fluorescence, overnight; percent of plate control window, DMSO zero | GFP/RFP ratio change, % at 20 µM | 0.061% of 360,000 active | AID 651647, 2012;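 active = GFP/RFP ratio change of at least 30% with cell ATP level not reduced by more than half and red fluorescence within 50% of control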; also: strong numbers were not always called active
#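 Material – HT1080 RFP-PRO-GFP cells · Control set – DMSO wells and RFP-L50D-GFP cells · Incubation – overnight cell settling, then overnight compound exposure, 37 °C, 5% CO2 · Compound dosing – single-point 20 µM compound, 1% DMSO · Read-out – GFP/RFP fluorescence ratio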
# MLLE-PAM2 inh = inhibitors of PABP1 MLLE–PAM2 peptide binding, primary screen, biochemical, fluorescence polarization, FITC-PAM2, GST-MLLE; Polyadenylate-binding protein 1 (Homo sapiens), P11940; AID 588489, 2011; 0.36% of 360,000 active; inhibition, % at 20 µM; in the data active = inhibition above about 35%, passing the limit was not always enough;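 also: plate controls were DMSO wells with GST-MLLE for no effect and wells lacking GST-MLLE protein for full effect; some results filed as inactive read as strong as hits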
# NadD inh = inhibitors of S. aureus NadD, primary screen, biochemical, colorimetric, uHTS | purified NadD enzyme, colorimetric absorbance read-out | Nicotinate-nucleotide adenylyltransferase NadD (Staphylococcus aureus N315) | inhibition, % at 20 µM | 0.78% of 360,000 active; in the data active = inhibition above about 26%; also: some compounds past the cut are filed as inactive
# Numbers without * were called inactive; i = inactive; x = no result given; + = active, no number.
# Start of the listing, in advance, 13 compounds:
entry	Structure	Rpn11 inh	Rin1 Abl inh	MT1-MMP act inh	NadD inh	MLLE-PAM2 inh	CSN inh	SKN-1 block	FAS-TE inh	Neddylation inh
1	CN(C)c1nc(OCCNC(=O)Nc2ccccc2)nc(N(C)C)n1	i	0	1	2	2	-2	3	-2	i
2	NC(=O)c1ncn([C@@H]2O[C@H](CNCc3cnc(N4CCOCC4)nc3)[C@@H](O)[C@H]2O)n1	i	-5	3	2	-4	5	14	-12	i
3	COc1ccccc1CNC(=O)C1CCC(CNS(=O)(=O)c2cccs2)CC1 (stereo not given)	i	2	-2	0	-10	1	13	0	i
4	CC1=C(C(=O)N(C)C)CC(CC(=O)NCC2CCCCC2)C(=O)N1Cc1ccccc1 (stereo not given)	i	-2	2	-5	-2	-1	9	-7	i
5	CN1OC[C@@H]2CN[C@H](c3cccc(-c4cc(Cl)cc(Cl)c4)c3)C[C@@H]21	i	-2	3	-3	-1	-2	9	-2	i
6	COc1ccccc1N1CCN(C(c2ccccc2)c2nnnn2CCc2ccccc2)CC1 (stereo not given)	i	-1	-17	-2	0	3	-21	24	i
7	O=C(Nc1ccc(C(=O)NCc2ccccc2)cc1)C1=CSCCO1	i	-2	8	2	2	-1	-1	-5	i
8	Cc1ccc(C(=O)N2CCC(C(=O)c3ccc(F)cc3)CC2)cc1	i	-2	1	-3	-4	-5	-10	3	i
9	COc1cc(/C=C/C(=O)c2ccc(O)cc2)ccc1OCC#N	i	-1	-4	-5	-3	-6	8	-5	i
10	Oc1oc(-c2ccc(Br)cc2)nc1/C=N/c1ccccn1	i	1	-1	5	-27	-5	16	-2	i
11	CCOc1ccc(Nc2nc3c(c(=O)[nH]2)CCCC3)cc1	i	4	3	-2	1	0	-9	-6	i
12	CCCC(=O)n1nc(-c2ccco2)nc1SCc1ccccc1	i	-1	5	7	-27	7	-1	20	i
13	Cc1c(Cl)cccc1NC(=O)CSc1ncnc2c1cnn2CCc1ccccc1	i	1	-2	2	-3	3	17	4	i

# All compounds of this part, from the start:
entry	Structure	Rpn11 inh	Rin1 Abl inh	MT1-MMP act inh	NadD inh	MLLE-PAM2 inh	CSN inh	SKN-1 block	FAS-TE inh	Neddylation inh
1	CN(C)c1nc(OCCNC(=O)Nc2ccccc2)nc(N(C)C)n1	i	0	1	2	2	-2	3	-2	i
2	NC(=O)c1ncn([C@@H]2O[C@H](CNCc3cnc(N4CCOCC4)nc3)[C@@H](O)[C@H]2O)n1	i	-5	3	2	-4	5	14	-12	i
3	COc1ccccc1CNC(=O)C1CCC(CNS(=O)(=O)c2cccs2)CC1 (stereo not given)	i	2	-2	0	-10	1	13	0	i
4	CC1=C(C(=O)N(C)C)CC(CC(=O)NCC2CCCCC2)C(=O)N1Cc1ccccc1 (stereo not given)	i	-2	2	-5	-2	-1	9	-7	i
5	CN1OC[C@@H]2CN[C@H](c3cccc(-c4cc(Cl)cc(Cl)c4)c3)C[C@@H]21	i	-2	3	-3	-1	-2	9	-2	i
6	COc1ccccc1N1CCN(C(c2ccccc2)c2nnnn2CCc2ccccc2)CC1 (stereo not given)	i	-1	-17	-2	0	3	-21	24	i
7	O=C(Nc1ccc(C(=O)NCc2ccccc2)cc1)C1=CSCCO1	i	-2	8	2	2	-1	-1	-5	i
8	Cc1ccc(C(=O)N2CCC(C(=O)c3ccc(F)cc3)CC2)cc1	i	-2	1	-3	-4	-5	-10	3	i
9	COc1cc(/C=C/C(=O)c2ccc(O)cc2)ccc1OCC#N	i	-1	-4	-5	-3	-6	8	-5	i
10	Oc1oc(-c2ccc(Br)cc2)nc1/C=N/c1ccccn1	i	1	-1	5	-27	-5	16	-2	i
11	CCOc1ccc(Nc2nc3c(c(=O)[nH]2)CCCC3)cc1	i	4	3	-2	1	0	-9	-6	i
12	CCCC(=O)n1nc(-c2ccco2)nc1SCc1ccccc1	i	-1	5	7	-27	7	-1	20	i
13	Cc1c(Cl)cccc1NC(=O)CSc1ncnc2c1cnn2CCc1ccccc1	i	1	-2	2	-3	3	17	4	i
14	Cc1ccnc(NC(=O)Nc2ccc(F)cc2)c1	i	2	-4	6	2	0	9	-3	i
15	Nc1nonc1-n1nnc(C(=O)N/N=C/c2ccc(OCc3ccccc3F)cc2)c1CNc1ccccc1	i	-2	2	22	-1	-4	9	8	i

entry	Structure	Rpn11 inh	Rin1 Abl inh	MT1-MMP act inh	NadD inh	MLLE-PAM2 inh	CSN inh	SKN-1 block	FAS-TE inh	Neddylation inh
16	O=C(NCC1CCCO1)C1CC(=O)N(C2CCCC2)C1 (stereo not given)	i	-1	-2	-2	-1	2	15	-1	i
17	COc1cc(C2c3sc(=O)[nH]c3SC3C(=O)N(c4ccc(C)cc4)C(=O)C32)ccc1O (stereo not given)	i	1	-5	3	28	-3	0	-4	i
18	C[C@H](CO)N1C[C@H](C)[C@@H](CN(C)C(=O)NC2CCCCC2)Oc2ccc(NS(=O)(=O)c3ccc(F)cc3)cc2C1=O	i	1	4	-4	1	-2	13	-9	i
19	CC(C)c1ccc(S(=O)(=O)N2CCN(C(=O)C3CCCCC3)CC2)cc1	i	4	-3	4	-3	1	23	16	i
20	COc1ccc(NC(=O)C2=CC(c3ccc(OC)c(OC)c3)=NS(=O)(=O)N2C)cc1	i	-1	4	1	13	-1	-4	20	i
21	O=C(C[C@H]1C/C=C\C[C@H](NC(=O)OCC2c3ccccc3-c3ccccc32)C(=O)OC[C@@H]2CCCN2C1=O)NCCO	i	-1	-1	-6	-11	0	11	-2	i
22	CCOC(=O)c1cccc(NC(=O)CCc2nnc3ccc(N4CCN(C)CC4)nn23)c1	i	-2	-2	-11	7	2	-4	0	i
23	S=C1NC[C@H](Cc2ccccc2)N1CCCCC1CCCCC1	i	-1	6	3	-73	2	19	-86	i
24	COc1ccc2oc(C(=O)NCc3ccccc3CN3CCCC3)c(C)c2c1	i	-1	2	1	-9	5	13	-2	x
25	COc1cc2c(cc1OC)C(C)N(S(=O)(=O)c1cn(C)cn1)CC2 (stereo not given)	i	1	-1	-1	1	-1	-2	-6	i
26	Cc1csc2ncc(C(=O)NCc3ccco3)c(=O)n12	i	0	2	7	12	3	2	4	+
27	CCOC(=O)c1ccc(NC(=O)c2ccc(NC(=O)c3ccccc3)cc2)cc1	i	0	-2	1	0	4	0	-9	i
28	C=CCOn1c(=O)c(-c2ccc(C)cc2)[n+]([O-])c2ccccc21	i	0	-1	0	-4	-3	15	-2	i
29	O=C(CSc1nnc(CNC(=O)c2ccco2)o1)Nc1ccc(Cl)cc1	i	1	-2	-2	-5	-3	12	-4	i
30	CC(=O)N1CCC(C(=O)Nc2ccccc2)(N(Cc2ccccc2)C(=O)c2cccnc2)CC1	i	0	0	-1	6	-3	-18	-5	i

entry	Structure	Rpn11 inh	Rin1 Abl inh	MT1-MMP act inh	NadD inh	MLLE-PAM2 inh	CSN inh	SKN-1 block	FAS-TE inh	Neddylation inh
31	NC1=NC(c2cn(-c3ccccc3)nc2-c2cccs2)n2c(nc3ccccc32)N1 (stereo not given)	i	-2	-6	3	-9	-5	-9	0	i
32	Cc1noc(C)c1COc1ccccc1C(=O)N1CCN(S(=O)(=O)c2ccc(F)c(F)c2)CC1	i	3	6	-3	-8	-2	-5	-4	i
33	O=C(NC1CC2CCCC(C1)N2C(=O)Nc1ccccc1)c1ccccc1 (stereo not given)	i	1	2	-2	-1	0	6	-2	i
34	CC(=O)Nc1ccc(S(=O)(=O)Nc2nc3c(s2)CCCC3)cc1	i	4	0	5	6	-1	-5	-11	i
35	CCN1C(=O)c2cccc3c(S(=O)(=O)Nc4ccc(O)c(C(=O)O)c4)ccc1c23	i	1	0	-6	16	2	10	-28	i
36	CC(=O)c1cc2c(cc1N/C(=N/S(=O)(=O)c1ccc(Br)cc1)c1ccccc1)OCO2	i	1	-2	13	-12	-8	7	2	i
37	O=C(CCSCc1cccc(Cl)c1)NCCc1ccccc1	i	1	-1	-9	11	2	6	16	i
38	CC1(C)CC(=O)C(C=NCCN2CCN(C(=O)c3ccc(Br)cc3)CC2)=C(O)C1	i	-3	1	-2	2	0	-11	-1	i
39	Cc1cccc(CN2CCC(CNC(=O)CSc3cc(=O)n(C)c4cc(Cl)ccc34)CC2)c1	i	-5	1	-7	-2	-3	3	9	i
40	CC(C)(C)NC(=O)NC(=O)COC(=O)CCC1CCCC1	i	0	-3	-2	-2	-1	3	5	i
41	COC(=O)C1N[C@@H]([C@@H](NC(=O)COc2ccccc2)C(=O)NCc2ccsc2)SC1(C)C (stereo not given in full)	i	1	0	1	-2	-5	15	1	i
42	COC(=O)C(N)Cc1ccc(Cl)cc1 (stereo not given)	i	1	2	-1	-11	-1	0	-5	i
43	CC(C(=O)NC1CCCC1)N(Cc1ccco1)C(=O)c1snc(C(=O)NC2CCCC2)c1N (stereo not given)	i	2	-2	0	-5	-1	-1	7	i
44	COc1ccc(C2=CC(c3cc(OC)c(OC)c(OC)c3)NC(=S)N2)cc1 (stereo not given)	i	-2	-25	10	-7	10	8	-5	i
45	N/C(=N\OC(=O)CCCN1C(=O)c2ccccc2C1=O)c1ccccn1	i	3	-1	-3	4	-1	-3	-3	i

entry	Structure	Rpn11 inh	Rin1 Abl inh	MT1-MMP act inh	NadD inh	MLLE-PAM2 inh	CSN inh	SKN-1 block	FAS-TE inh	Neddylation inh
46	C=CCn1c(CNc2ccc(C)cc2)nnc1SCC(=O)N/N=C/c1ccc(O)cc1O	i	-1	-1	8	-7	4	17	6	i
47	CCN(C(=O)CSc1nnc(-c2ccc(F)cc2)c2ccccc12)C1CCS(=O)(=O)C1 (stereo not given)	i	2	8	15	1	5	3	-2	i
48	CC(O)(c1ccccc1)c1nc(-c2cc3ccccc3o2)cs1 (stereo not given)	i	1	-6	-9	-6	-7	21	24	i
49	COc1ccc(NC(=O)C(=O)NCCCO)cc1Cl	i	4	0	5	-9	2	6	-6	i
50	COc1ccc(S(=O)(=O)N2CCCCC2)cc1NS(=O)(=O)c1cc(Cl)ccc1Cl	i	-2	3	1	6	-11	15	-1	i
51	CCONC(=NC)c1nonc1N	i	-1	-1	-1	-15	3	0	4	i
52	O=C(OC1CCOC1=O)c1cc(-c2cccc(Br)c2)nc2ccccc12 (stereo not given)	i	-2	2	-5	-15	-9	7	25	i
53	CSC1=C(C#N)C(c2ccc3c(c2)OCO3)C2=C(CCCC2=O)N1 (stereo not given)	i	-3	-3	-7	-10	4	11	-3	i
54	CC(Oc1ccc(Cl)cc1Cl)C(=O)NCCN1CCOCC1 (stereo not given)	i	3	-1	7	-1	-1	2	-7	i
55	O=C(NC1=NCCS1)c1cccc(N2C(=O)c3ccccc3C2=O)c1	i	0	3	-6	-17	-1	-8	-6	i
